Kir21 inh: inhibitors of mouse Kir2.1 inward-rectifier potassium channel. Inward rectifier potassium channel 2 (Mus musculus), P35561. HEK293-Kir2.1, FluxOR thallium flux fluorescence; active compounds read low. B-score at 10 µM. hit rate 0.85% among 310,000;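 active = fluorescence ratio B-score at or below minus 3 SD of library scores, with starting-brightness B-score within 2 SD, cut at about -4.2 in these data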;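 note: channel flux triggered by added potassium and thallium sulfate stimulus; B-score of peak minus minimum fluorescence over baseline after thallium stimulus; more negative B-score means stronger Kir2.1 block with less thallium influx; some compounds called inactive have numbers as strong as hits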
Target sequence (P35561 whole entry, looked up): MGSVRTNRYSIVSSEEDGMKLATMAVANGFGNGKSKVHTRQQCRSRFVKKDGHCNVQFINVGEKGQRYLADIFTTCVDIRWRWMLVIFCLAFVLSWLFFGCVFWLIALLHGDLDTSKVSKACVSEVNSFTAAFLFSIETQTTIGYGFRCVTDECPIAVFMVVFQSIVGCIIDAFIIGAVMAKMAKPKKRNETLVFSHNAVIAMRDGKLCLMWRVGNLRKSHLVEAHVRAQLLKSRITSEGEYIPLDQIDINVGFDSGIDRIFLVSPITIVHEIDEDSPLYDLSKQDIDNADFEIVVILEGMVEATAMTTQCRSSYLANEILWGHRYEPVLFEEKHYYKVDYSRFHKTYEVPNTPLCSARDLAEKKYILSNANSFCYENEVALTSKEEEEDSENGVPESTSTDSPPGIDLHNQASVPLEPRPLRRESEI
KCNQ2 block: KCNQ2 potassium channel inhibitors, primary screen, cell-based, CHO-K1, FluxOR thallium flux, B-score (AID 2156) | Potassium voltage-gated channel subfamily KQT member 2 (Rattus norvegicus), O88943 | 20 min; active compounds read low | B-score at 10 µM | hit rate 1.1% among 310,000;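 active = fluorescence ratio B-score at most minus 3 library SDs, with starting brightness B-score within 2 library SDs, cut at about -5.5 in these data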
CHT inh: inhibitors of human choline transporter CHT. High affinity choline transporter 1 (Homo sapiens), Q9GZV3. CHT-expressing cells, membrane potential dye, choline response; active compounds read low. B-score at 10 µM. hit rate 0.86% among 310,000. AID 488975, 2010;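 active = B-score over 3 SD under the library average, and starting fluorescence ratio not unusually high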;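 note: choline stimulus applied at its EC90 after an EC20 pre-addition; B-score computed on integrated fluorescence ratio after choline addition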
Target sequence (Q9GZV3 whole entry, looked up): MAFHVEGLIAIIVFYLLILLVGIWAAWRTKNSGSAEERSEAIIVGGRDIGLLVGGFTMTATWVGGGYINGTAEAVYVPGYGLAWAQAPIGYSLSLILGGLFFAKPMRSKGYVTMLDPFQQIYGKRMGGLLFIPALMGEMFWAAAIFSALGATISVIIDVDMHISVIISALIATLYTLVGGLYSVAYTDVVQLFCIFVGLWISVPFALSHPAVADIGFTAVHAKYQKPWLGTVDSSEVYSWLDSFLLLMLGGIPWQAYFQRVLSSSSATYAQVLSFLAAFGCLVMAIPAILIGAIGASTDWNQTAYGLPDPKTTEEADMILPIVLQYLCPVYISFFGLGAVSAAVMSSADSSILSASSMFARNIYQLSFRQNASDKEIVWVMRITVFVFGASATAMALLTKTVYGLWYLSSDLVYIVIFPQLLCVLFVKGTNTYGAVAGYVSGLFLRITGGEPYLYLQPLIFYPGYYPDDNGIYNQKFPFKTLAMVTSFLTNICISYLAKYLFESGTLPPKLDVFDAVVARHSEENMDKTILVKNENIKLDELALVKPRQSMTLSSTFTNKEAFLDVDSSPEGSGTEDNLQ
* hit, by the source's call; i = inactive; nt = no result given. No enrichment for hits; about 2.6% have a hit in one of these screens.

SMILES	Kir21 inh	KCNQ2 block	CHT inh
Cn1c(=O)n(CC(=O)Nc2ccccc2)c2ccccc21	-2	i	i
O=C(NC1CCCCC1)c1cc(S(=O)(=O)N2CCCC2)ccc1Cl	0.02	i	i
Cc1ccc(C(=O)C(c2ccccc2)N2Cc3ccccc3C2=N)cc1 (stereo not given)	-8.3*	-8.6*	i
CCN(c1ccccc1)S(=O)(=O)c1ccc(C(=O)NCCCn2ccnc2)cc1	-0.61	i	i
O=[N+]([O-])c1ccc(Sc2ccccc2)nc1	0.05	i	i
COc1ccc(Nc2nc(-c3cccs3)nc3ccccc23)cc1S(=O)(=O)N1CCOCC1	1.1	i	i
COc1cc(/C=N/NC(=O)c2cccc(S(=O)(=O)N3CCCC3)c2)cc(OC)c1O	1.4	i	i
COc1ccc(N2CCN(C(=O)Cn3cnc4c3c(=O)n(C)c(=O)n4C)CC2)cc1	1.6	i	i
Cc1ccc(C)c(NC(=O)NCCN2CCCCC2)c1	-0.01	i	i
CC1CN(C(=O)Nc2ccc(Br)cc2Cl)CC(C)O1 (stereo not given)	1.3	i	i
Nc1ccc(Sc2ccccc2CC(=O)O)cc1	-0.17	i	i
CC(C)C(=O)Nc1cccc(C(=O)Nc2ccc(S(=O)(=O)N3CCOCC3)cc2)c1	0.8	i	i
Cc1ccc(CN2C(=O)C(=O)N(CC(N)=O)C2=O)cc1	0.01	i	i
Cc1ccc(NC(=O)N2C3CCCC2CC(NC(=O)C2CC2)C3)cc1 (stereo not given)	-1	i	i
Cc1nn(C)c(=O)n1-c1ccc(OCc2ccccc2)cc1	1.1	i	i
Cc1c(NC(=O)CC2NC(=O)NC2=O)c(=O)n(-c2ccccc2)n1C (stereo not given)	-0.14	i	i
COc1ccccc1CNC(=O)Cn1cc([N+](=O)[O-])ccc1=O	-0.43	i	i
CCn1cc(/C=C2/SC(=S)NC2=O)c(C)n1	-1.2	i	i
CCN(CC)S(=O)(=O)c1ccc(NC2CCN(Cc3ccccc3)CC2)nc1	-0.04	i	i
Cc1ccc([N+](=O)[O-])cc1NC(=O)C1CCCC1	0.04	i	i
CN1CCN(c2ccc(NC(=O)c3ccc4c(c3)OCCO4)cc2Cl)CC1	-2.5	i	i
CC1CCC/C(=C\Nc2ccc(C(=O)O)c(O)c2)C1=O (stereo not given)	-0.77	i	i
Cc1ccc(/C=N/NC(=O)CSc2nc3ccccc3[nH]2)o1	1.9	i	i
Cc1nc2cc(NS(=O)(=O)c3cccc4cccnc34)ccc2s1	-1	i	i
CN(C)/C=C/C(=O)c1ccncc1	0.83	i	i
CCCCC(O)CN1CCC(c2ccccc2)CC1 (stereo not given)	0.16	i	i
CSc1nn(-c2ccc(C(=O)OCC(=O)NC(=O)NC(C)C)cc2)c(=S)s1	1.7	i	i
COc1cccc(CNC(=O)C2CCCN(c3nc4ccccc4o3)C2)c1 (stereo not given)	-1.7	i	i
Cc1nc2sc(C(N)=O)c(N)c2c2c1CCCC2	1	i	i
COCCSc1ccccc1C(=O)N1CCOCC1	1.5	i	i

The listing continues.
SMILES	Kir21 inh	KCNQ2 block	CHT inh
CCOC(=O)c1sc(=S)n(-c2ccccc2)c1N	-1.4	i	i
CCc1nnc(SCC(=O)Nc2nc(C)c(C(=O)N(C)C)s2)n1CC	-0.06	i	i
CCO/C=C1/C(=O)N(C(C)=O)c2ccccc21	1.3	i	i
Nc1nnnn1/N=C/C=C/c1ccccc1	0.17	i	i
COCCn1c(C)cc(C(=O)CSc2ncnc3sc4c(c23)CCC4)c1C	-0.91	i	nt
COc1ccc(-c2nnc(SCC(=O)c3ccc[nH]3)n2-c2ccccc2)cc1	0.32	i	i
CC1(C)NC(=O)N(CC(O)COc2ccccc2[N+](=O)[O-])C1=O (stereo not given)	2.7	i	i
CCCCC[C@H](O)/C=C/[C@@H]1[C@@H](C/C=C\CCCC(=O)O)[C@H]2CO[C@@H]1C2	0.82	i	i
Cc1cc(C)n2nc(C(=O)N3CCOCC3)nc2n1	-0.4	i	i
COc1ccc(S(=O)(=O)N2CCCCC2)cc1NC(=O)c1ccc(=O)[nH]c1	0.27	i	i
COP(=O)(OC)C(NC(=O)Nc1ccccc1)c1ccccc1 (stereo not given)	1	i	i
COc1ccccc1NC(=S)NC(NC(=O)CC(C)C)C(Cl)(Cl)Cl (stereo not given)	0.08	i	i
CCCc1nc2ccccc2c(C(=O)OCC(=O)Nc2c(C)n(C)n(-c3ccccc3)c2=O)c1CC	0.38	i	i
CSc1ccc(CCNC(=O)CN2C(=O)CCSc3ccccc32)cc1	-0.24	i	i
c1ccc(CCNc2nc(-c3ccncc3)nc3ccccc23)cc1	-0.92	i	i
COC(=O)CN(c1ccc(F)cc1)S(=O)(=O)c1ccc2c(c1)OCCO2	0.01	i	i
Cc1cc(-c2ccccc2)c2nncn2n1	-2.9	i	i
CCOc1ccccc1C1CC(=O)Nc2cc(OC)c(OC)c(OC)c21 (stereo not given)	0.21	i	i
O=c1[nH]cnc(O)c1C(c1ccc([N+](=O)[O-])cc1)c1c(O)nc[nH]c1=O	1.6e-16	i	i
Cc1cc(C)c(NC(=O)/C(=C/c2ccco2)c2ccccc2)c(C)c1	-1.4	-6*	i
COc1ccccc1Oc1cc(C#N)c(C#N)cc1-n1nnc2ccccc21	-0.01	i	i
CS(=O)(=O)N1CCC(C(=O)NCc2ccc(Cl)cc2)CC1	-0.05	i	i
O=C(CSc1nnc(-c2ccco2)o1)Nc1ccccc1Cl	-0.4	i	i
CCCCCCCCCCn1c2c(c(=N)c3c1CCC3)CCC2	-8.6*	i	i
N#CC(C(=O)C12CC3CC(CC(C3)C1)C2)c1nc2ccccc2[nH]1 (stereo not given)	-1.4	i	i
Cc1ccc(C(=O)N2C(=S)C(c3ccc(F)cc3)=NC23CCN(C)CC3)cc1	0.03	i	i
CN1C(=S)SC(C)(NO)C1(C)C (stereo not given)	-0.92	i	i
CCc1nc(SCC(=O)N2CCC(C)CC2)c2c(=O)n(C)c(=O)n(C)c2n1	-0.96	i	i
COc1cc2[nH]c(=O)n(Cc3ccccc3Cl)c(=O)c2cc1OC	0.31	i	i
CCC(C)NC(=S)Nc1ccc(F)cc1 (stereo not given)	1.9	i	i

One compound at a time, from the list above.
CCO/C=C1/C(=O)N(C(C)=O)c2ccccc21 in the list: Kir21 inh = 1.3; KCNQ2 block = i; CHT inh = i
Cc1cc(C)c(NC(=O)/C(=C/c2ccco2)c2ccccc2)c(C)c1 in the list: Kir21 inh = -1.4; KCNQ2 block = -6*; CHT inh = i

(list continues)
SMILES	Kir21 inh	KCNQ2 block	CHT inh
CCOC(=O)C1CCN(C(=O)COC(=O)c2nn(C)c(=O)c3ccccc23)CC1	-0.51	i	i
O=C(CSCc1ccc(Br)cc1)Nc1ccccc1C(=O)N1CCOCC1	-2.3	i	i
CCOC(=O)C(O)(CC(=O)Nc1cc(F)ccc1C)C(F)(F)F (stereo not given)	0.75	i	i
CCn1c(C)cc(O)c(C(=O)Nc2cccc(Cl)c2)c1=O	-1.4	i	i
CN(C)c1ccc(N2[C@@H](CC(=O)O)c3cc(C(F)(F)F)ccc3S2(=O)=O)cc1	-0.91	i	i
Cc1cc(C)cc(NC(=O)CCC(=O)Nc2cc(C)on2)c1	0.91	i	i
O=C(Nc1ccc(Cl)cc1)c1cc2nc(C3CC3)cc(C(F)(F)F)n2n1	1.6	i	i
CCOc1ccc(/C(O)=C2\C(=O)C(=O)N(CCN(C)C)C2c2cccc(OC)c2OC)cc1Cl (stereo not given)	0.78	i	i
Cc1[nH]oc(=O)c1N=Nc1ccc2[nH]c(=O)[nH]c2c1	0	i	i
Nc1cc(-c2ccc(Cl)cc2)nn1S(=O)(=O)c1cccc2nsnc12	-0.52	i	i
CC1(C)C/C(=N\NC(=S)Nc2ccccc2F)c2cc(O)ccc2O1	0.63	i	i
O=C(Cn1cnc2c(cnn2-c2ccc(F)cc2)c1=O)N1CCN(c2ccccc2)CC1	1.1	i	nt
CN(Cc1cn(-c2ccccc2)nc1-c1ccc2c(c1)OCO2)Cc1nccn1C	-2.1	i	i
CCO[C@@H]1OC(C(=O)NCc2nc3ccccc3[nH]2)=C[C@H](c2ccc(C(F)(F)F)cc2)[C@H]1CCCO	1.6	i	i
CCN(C(=O)CSc1ncccc1C(=O)Oc1cccc([N+](=O)[O-])c1)c1cccc(C)c1	0.7	i	i
Cc1ccc(NC(=O)CSCC(=O)Nc2cc(Cl)ccc2N2CCN(C)CC2)cc1	-5.2*	i	i
O=C1CCCC/C1=N\Nc1ccc(C2CCCCC2)cc1	-0.62	i	i
Cc1ccc(OCC(=O)NNC(=O)CSc2nnc(-c3ccc(C)cc3)n2C)cc1	-0.15	i	i
O=C(/C=C/c1cccs1)N1CCN(Cc2ccc3c(c2)OCO3)CC1	-0.57	i	i
CCN1CCN(c2oc(-c3ccco3)nc2C#N)CC1	1.8	i	i
CC(=O)c1ccc(C(=O)N2CCCC(CNC(=O)c3ccccc3Cl)C2)cc1 (stereo not given)	0.25	i	i
COc1ccc(NC(=O)COC(=O)CCc2cc(OC)c(OC)c(OC)c2)c([N+](=O)[O-])c1	-0.78	i	i
CCC(C)C(NC(=O)C1CCC(=O)N1C(=O)OCc1ccccc1)C(=O)NC(Cc1ccccc1)C(N)=O (stereo not given)	-2.2	i	i
O=[N+]([O-])c1cccc(OCC(O)CN2CCN(S(=O)(=O)c3cc(Cl)ccc3Cl)CC2)c1 (stereo not given)	0.46	i	i
CC(Sc1nc2cc([N+](=O)[O-])ccc2n1-c1ccc(F)cc1)C(=O)NCc1ccc2c(c1)OCO2 (stereo not given)	-0.45	-8*	i
COc1ccc(C(=O)OCCc2sc[n+](CC(=O)c3ccccc3)c2C)cc1	-0.04	i	i
COc1ccc(CCN2C(=O)CS/C2=N/NC(=O)c2ccccc2F)cc1OC	1.4	i	i
CCOC(=O)CSC1=C(C#N)C(c2ccc(C)o2)CC(=O)N1 (stereo not given)	-4.4*	i	i
COc1cccc(CNC(=O)CCC2CCCN(c3cc(C)nc(N(C)C)n3)C2)c1 (stereo not given)	-0.51	i	i
N/C(=N\OS(=O)(=O)c1ccc(Cl)cc1)c1ccncc1	-2.2	i	i

3 compounds drawn at random from the list so far, as already listed:
SMILES	Kir21 inh	KCNQ2 block	CHT inh
COc1ccc(NC(=O)COC(=O)CCc2cc(OC)c(OC)c(OC)c2)c([N+](=O)[O-])c1	-0.78	i	i
O=C1CCCC/C1=N\Nc1ccc(C2CCCCC2)cc1	-0.62	i	i
CCOc1ccc(/C(O)=C2\C(=O)C(=O)N(CCN(C)C)C2c2cccc(OC)c2OC)cc1Cl (stereo not given)	0.78	i	i

Additional structures
SMILES	Kir21 inh	KCNQ2 block	CHT inh
CCn1ccnc1CN1CCCCC1C(=O)Nc1ccc(Oc2cccnc2)cc1 (stereo not given)	1.1	i	i
CCC1Oc2ccc(C)cc2N(CC(=O)N(Cc2cccnc2)Cc2cccc(F)c2)C1=O (stereo not given)	0.32	i	i
CCCn1c(=N)n(CC(O)c2ccco2)c2ccccc21 (stereo not given)	-0.17	i	i
CCOc1ccc(Cl)cc1S(=O)(=O)N1CCC(C(=O)N2CCCC2)CC1	1.6	i	i
C=CCN(C(=O)CNC(=O)c1ccco1)C(C(=O)NC1CCCCC1)c1ccc(F)cc1 (stereo not given)	0.33	i	i
COc1ccc(CNCc2cccc(Cl)c2)cc1	-1.3	i	i
CC(C)Sc1nc2c(c(=O)[nH]c(=O)n2C)n1C	-0.96	i	i
CCCCNC(=O)CCCn1c(=O)c2ccccc2n(CC(=O)NCCC2=CCCCC2)c1=O	-1.2	i	nt
CCCCN1CCNC1=S	-1.5	i	i
Cc1ccc(-c2nnc(Nc3ccc(CC(N)=O)cc3)c3ccccc23)cc1	0.61	i	i
O=C(/C=C/c1ccc(-c2ccccc2)cc1)NCc1cccnc1	0.45	i	i
CCn1ccnc1C(O)c1cccc(OC)c1OC (stereo not given)	0.63	i	i
CC(=O)N1CCN(c2ccc([N+](=O)[O-])cc2C#N)CC1	0.28	i	i
Cc1ccc(N/C(N)=N/c2nc(C)cc(C)n2)cc1	-0.02	i	i
O=C(NCCc1ccc(Cl)cc1)c1ccc(CS(=O)Cc2ccc(Cl)cc2)o1 (stereo not given)	-3.7	i	i
Cn1c(=O)c2c(ncn2CC(=O)N2CCN(c3ccccc3)CC2)n(C)c1=O	-0.59	i	i
CCn1cc(S(=O)(=O)c2ccc(C)cc2)[nH]c1=O	1.7	i	i
COc1ccc(/C(C)=N/NC(=O)c2ccncc2)cc1	0.9	i	i
O=C(NCC1CCCCC1)c1cccc(S(=O)(=O)NCc2cccnc2)c1	0.85	i	i
Oc1c(/C=C/C=C/C=Nc2ccccc2)sc(=S)n1Cc1ccccc1	-0.96	i	i
CCOC(=O)C(=CNc1nc(-c2ccc3ccccc3c2)cs1)C(=O)OCC	0.27	i	i
COc1cc(NC(=O)CSc2nnc3ccc(-c4ccncc4)nn23)cc(OC)c1	0.55	i	i

Screening data deposited in PubChem BioAssay by Johns Hopkins Ion Channel Center.
